JMJD2A Tudor inh: qHTS Assay for Inhibitors of JMJD2A-Tudor Domain; AlphaScreen JMJD2A-Tudor / H3K4me3 peptide binding; Potency, µM (titrated, usually from 114 µM), inactives show at the highest dose activity change, negative = inhibition, most hits filed as inhibitors; actives 4.4% (n = 390,000); AID 504339, 2011; also: potency is read from the fitted curve at half-maximal effect; % is scaled to controls: 0 for no effect and ±100 for the full control effect; nearly all actives have a fitted effect of over 50% in size
Target sequence (O75164 whole entry, looked up, the tested form may be a part): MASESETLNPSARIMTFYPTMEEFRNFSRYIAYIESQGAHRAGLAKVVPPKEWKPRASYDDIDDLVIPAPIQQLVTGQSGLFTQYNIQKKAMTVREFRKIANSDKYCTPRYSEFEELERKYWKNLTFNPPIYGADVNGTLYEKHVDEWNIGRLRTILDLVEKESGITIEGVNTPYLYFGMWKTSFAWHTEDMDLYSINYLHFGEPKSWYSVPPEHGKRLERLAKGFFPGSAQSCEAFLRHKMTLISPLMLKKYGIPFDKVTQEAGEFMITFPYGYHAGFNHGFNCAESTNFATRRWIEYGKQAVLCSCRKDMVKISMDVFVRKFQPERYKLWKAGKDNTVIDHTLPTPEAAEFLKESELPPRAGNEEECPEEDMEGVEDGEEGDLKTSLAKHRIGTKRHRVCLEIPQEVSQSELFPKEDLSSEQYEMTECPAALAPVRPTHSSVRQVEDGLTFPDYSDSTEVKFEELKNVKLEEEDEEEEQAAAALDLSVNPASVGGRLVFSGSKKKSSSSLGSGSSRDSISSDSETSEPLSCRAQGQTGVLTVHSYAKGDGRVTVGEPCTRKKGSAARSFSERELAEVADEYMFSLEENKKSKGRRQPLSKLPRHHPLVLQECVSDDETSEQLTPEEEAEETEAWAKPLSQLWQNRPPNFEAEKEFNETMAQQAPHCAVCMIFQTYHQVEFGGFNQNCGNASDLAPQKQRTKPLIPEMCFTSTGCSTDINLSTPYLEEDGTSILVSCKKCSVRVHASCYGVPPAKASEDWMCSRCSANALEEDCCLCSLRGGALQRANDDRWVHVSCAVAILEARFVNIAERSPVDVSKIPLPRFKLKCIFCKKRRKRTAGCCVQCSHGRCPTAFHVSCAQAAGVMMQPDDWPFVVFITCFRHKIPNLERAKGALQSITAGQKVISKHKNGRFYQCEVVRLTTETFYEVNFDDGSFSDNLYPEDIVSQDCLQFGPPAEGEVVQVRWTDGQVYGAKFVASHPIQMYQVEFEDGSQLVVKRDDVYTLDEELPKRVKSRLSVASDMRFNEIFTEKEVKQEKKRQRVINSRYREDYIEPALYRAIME
BAZ2B block: qHTS Assay for Inhibitors of BAZ2B. Bromodomain adjacent to zinc finger domain protein 2B (Homo sapiens), Q9UIF8. AlphaScreen BAZ2B-H3K14Ac peptide displacement. Potency, µM (series often up to 114 µM), for inactives: at the top dose activity change, negative = inhibition, usual class: inhibitors. actives 4.4% (n = 360,000). AID 504333, 2011; also: potency is read from the fitted curve at half-maximal effect; % is scaled to controls: 0 for no effect and ±100 for the full control effect; nearly all actives have a fitted effect of over 60% in size
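In this displacement format the biotinylated H3(5-23) peptide acetylated at Lys14 serves as ligand at 50 nM, with BAZ2B at 50 nM in PBS pH 7.4 containing 0.01% Tween-20. Donor and acceptor beads are 10 ug/mL final.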
Pin1 inhibitor: qHTS Assay to Find Inhibitors of Pin1; Pin1 FP peptide displacement, HiFluor488, 10 min; actives 0.009% (n = 390,000); Potency, µM (titrated, usually from 115 µM), inactives show at the highest dose activity, negative = inhibition, actives largely listed as inhibitors; Peptidyl-prolyl cis-trans isomerase NIMA-interacting 1 (Homo sapiens), Q13526; AID 504891, 2011; active = well fitted inhibition curve with a large enough effect in the polarisation, with a control signal flat, not every such curve was filed as active; inconclusive = small, poorly fitted or top-dose-only effect, or effect the other way, or a change in a side signal; inactive = no such curve, though single readings can be large or run the other way; the % refers to the polarisation; also: potency is read from the fitted curve at half-maximal effect; % is scaled to controls: 0 for no effect and ±100 for the full control effect
PGK inhibitor: qHTS Assay to Find Inhibitors of Phosphoglycerate Kinase | actives 0.043% (n = 380,000) | Potency, µM (highest dose often 57.5 µM), without a hit: at the highest dose activity change, negative = inhibition, usual class: inhibitors | PGK/GAPDH coupled, Kinase-Glo luminescence, 60 min; also: potency is read from the fitted curve at half-maximal effect; % is scaled to controls: 0 for no effect and ±100 for the full control effect; nearly all actives have a fitted effect of over 60% in size
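Luminescent ATP detection (Kinase-Glo Plus) follows a 60-minute room-temperature incubation, with wells lacking PGK as controls. Buffer: 100 mM TEA (pH 7.6), 5 mM MgCl2, 0.01% Tween-20. Coupling enzyme GAPDH (100 nM final) supplies unstable 1,3-BPG in-well.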
PI4K2A block: qHTS for small molecular inhibitors of PI4K2A; purified PI4K2A, ADP-Glo luminescence, 1 h; hits give low values; activity change, negative = inhibition, % at 76.9 µM; actives 0.13% (n = 420,000); AID 1346378, 2018; in the data active = activity change below about -50%; inconclusive = mostly about -30% to -49%;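 also: -100% = wells without enzyme as full effect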
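ADP-Glo luminescence measured ADP generated by PI4K2A enzyme (4 ug/mL before mixing) with 1.2 mM PI substrate (pre-mix) and 300 microM ATP (pre-mix). Tris pH7.5 buffer with MgCl2, Triton X-100; 1 h reaction at ambient temperature.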
GLS inh: qHTS for Inhibitors of Glutaminase (GLS) | Glutaminase kidney isoform, mitochondrial (Homo sapiens), O94925 | Potency, µM (titrated, usually from 45.5 µM), inactives show at the highest dose activity change, negative = inhibition, most hits filed as inhibitors | actives 0.21% (n = 410,000) | GLS enzymatic activity, qHTS titration; also: potency is read from the fitted curve at half-maximal effect; % is scaled to controls: 0 for no effect and ±100 for the full control effect
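Coupled fluorescence readout: glutamate oxidase/HRP/Amplex Red detect glutamate formed by hKGA from L-glutamine (1 mM solution added). Buffer 45 mM KH2PO4 pH 8.2, 0.02% Tween-20; reads at t0 and 30 min RT.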
G9a inh: qHTS Assay for Inhibitors of Histone Lysine Methyltransferase G9a; G9a H3K9 monomethylation, AlphaScreen, 2 h; AID 504332, 2011; Potency, µM (doses to about 102 µM), without a hit: at the highest dose activity, negative = inhibition, hits mostly inhibitors; Histone-lysine N-methyltransferase EHMT2 (Homo sapiens), Q96KQ7; actives 8.8% (n = 350,000); also: potency is read from the fitted curve at half-maximal effect; % is scaled to controls: 0 for no effect and ±100 for the full control effect; nearly all actives have a fitted effect of over 75% in size
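Enzyme 20 nM + cpd, 15 min RT; add b-H3K9 pep 500 nM / SAM 20 uM; 2 h RT; anti-H3K9me1 Ab 0.5 ug/mL + SA donor / anti-rabbit acceptor beads 20 ug/mL each, 10 min; AlphaScreen read.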
Pol eta inh: qHTS for Inhibitors of Polymerase Eta; DNA polymerase eta (Homo sapiens), Q9Y253; recombinant Pol eta, fluorescent DNA replication assay; AID 588591, 2011; actives 1.2% (n = 390,000); Potency, µM (top dose mostly 114 µM), for the others: at the top dose activity change, negative = inhibition, hits mostly inhibitors; also: potency is read from the fitted curve at half-maximal effect; % is scaled to controls: 0 for no effect and ±100 for the full control effect
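Pol eta (10 nM) was preincubated with compounds for 15 min at room temperature, after which fluorescent replication substrate (50 nM final) was added to start the reaction. Fluorescence was read kinetically at 0 and 10 min.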
HP1b binding inh: HTS for Inhibitors of HP1-beta Chromodomain Interactions with Methylated Histone Tails; Potency, µM (series often up to 114 µM), for inactives: at the top dose activity change, negative = inhibition, usual class: inhibitors; actives 0.56% (n = 390,000); Chromobox protein homolog 1 (Homo sapiens), P83916; AlphaScreen HP1-beta / biotin-H3K9me3 peptide binding; AID 540317, 2011; also: potency is read from the fitted curve at half-maximal effect; nearly all actives have a fitted effect of over 70% in size; inactives centre near 23
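Compound inhibition of the preformed complex between 50 nM HP1-beta and 50 nM biotinylated H3K9me3 peptide was read by AlphaScreen. Buffer was PBS pH 7.4 with 0.01% Tween-20. Incubations ran 30 min at room temperature, with 10 ug/mL donor/acceptor beads.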
* marks the source's active call; other numbers are inactive results; & = joins results of further samples; [ ] = another dose, or the depositor's remark. Unless noted, calls follow the shape of the dose curve; as a rule, active = well fitted curve in the direction sought with a large enough effect; inconclusive = small, poorly fitted or top-dose-only effect, or another doubt; inactive = no such curve, though single readings can be large; an effect the other way counts as inactive or inconclusive. These rows are one share of the data, so the mix of outcomes need not match the whole.

O=C(Nc1ccc2oc(-c3cccnc3)nc2c1)c1ccc(-c2ccc(OC(F)(F)F)cc2)o1 was read as JMJD2A Tudor inh -16%, BAZ2B block -2%, Pin1 inhibitor 7%, PGK inhibitor 0%, PI4K2A block 1, GLS inh -13%, G9a inh inconclusive, Pol eta inh -14% and HP1b binding inh 38%[activator].
Cc1cccc(N2C(=O)C(CC(=O)Nc3cccc(F)c3)N(CCc3ccncc3)C2=O)c1 (centres undefined) was read as JMJD2A Tudor inh -1%&-20%, BAZ2B block -35%, Pin1 inhibitor 6%&-2%, PGK inhibitor -4%&-6%, PI4K2A block 2&-5, GLS inh -2%&-1%, G9a inh 11%, Pol eta inh -13%&-11% and HP1b binding inh 51%&0%[activator].
Screening CCN(CC)Cc1c(C(=O)N/N=C/c2ccccn2)nnn1-c1nonc1N returned JMJD2A Tudor inh inconclusive, BAZ2B block 11µM*, Pin1 inhibitor -4%, PGK inhibitor 1%, PI4K2A block -20, GLS inh 0%, G9a inh inconclusive, Pol eta inh 0% and HP1b binding inh 41%[activator].
Screening COc1cc(/C=N/n2cnnc2)ccc1OCC(=O)N1CCOCC1 returned JMJD2A Tudor inh 3%, BAZ2B block -2%, Pin1 inhibitor -6%, PGK inhibitor 2%, PI4K2A block -5, GLS inh 5%, G9a inh 12%, Pol eta inh -10% and HP1b binding inh 25%.
Screening CCCc1noc2c1C(c1cc(Br)ccc1F)C(C#N)=C(N)N2 (centres undefined) returned JMJD2A Tudor inh -16%, BAZ2B block -19%, Pin1 inhibitor 0%, PGK inhibitor -7%, PI4K2A block -5, GLS inh 0%, G9a inh -32%, Pol eta inh -5% and HP1b binding inh 19%.
`CCOC(=O)c1c(S(=O)(=O)N2CCCC(C(=O)Nc3ncccc3C)C2)c(C)n(C)c1C` (centres undefined) gave JMJD2A Tudor inh -7%&-21%, BAZ2B block -14%&-4%, Pin1 inhibitor -2%&-2%, PGK inhibitor 6%, PI4K2A block -3&-2, GLS inh -5%&4%, G9a inh 6%&2%[59 µM], Pol eta inh -8%&-9% and HP1b binding inh 35%&2%.
`COc1ccc2c(c1)c(=O)c(S(=O)(=O)c1ccc(Cl)cc1)cn2Cc1cc(C)ccc1C` gave JMJD2A Tudor inh -3%, BAZ2B block -4%, Pin1 inhibitor 8%, PGK inhibitor 9%, PI4K2A block -2, GLS inh 8%, G9a inh -11%[59 µM], Pol eta inh -2% and HP1b binding inh 33%.
O=C(COC(=O)c1cc(S(=O)(=O)N2CCc3ccccc3C2)ccc1Cl)NCc1ccco1 was read as JMJD2A Tudor inh 79µM*, BAZ2B block inconclusive, Pin1 inhibitor inconclusive, PGK inhibitor -16%, PI4K2A block inconclusive, GLS inh -2%, G9a inh 40µM*, Pol eta inh 20µM* and HP1b binding inh inconclusive.
Screening Cc1ccc(NS(=O)(=O)c2ccc(C(=O)N3CCN(S(=O)(=O)c4ccccc4)CC3)cc2)cc1 returned JMJD2A Tudor inh -27%, BAZ2B block 9%, Pin1 inhibitor 34%[activator], PGK inhibitor inactive, PI4K2A block 1, GLS inh 2%, G9a inh -35%, Pol eta inh inconclusive and HP1b binding inh 21%.
For CCOC(=O)c1c(C)nc2sccn12 the results were JMJD2A Tudor inh 0%, BAZ2B block 8%, Pin1 inhibitor 2%, PGK inhibitor inactive, PI4K2A block 0, GLS inh -13%, G9a inh -9%, Pol eta inh -14% and HP1b binding inh 14%.
Nc1c(N(Cc2ccccc2)C(=O)COc2ccc([N+](=O)[O-])cc2)c(=O)[nH]c(=O)n1Cc1ccccc1 was read as JMJD2A Tudor inh -6%, Pin1 inhibitor 6%, PGK inhibitor 9%, PI4K2A block 7, GLS inh -3%, Pol eta inh -20% and HP1b binding inh 44%[activator].
Cc1ccc(C(=O)NC(=S)Nc2ccc3[nH]c(=O)[nH]c3c2)c(C)c1 was read as JMJD2A Tudor inh -15%, BAZ2B block -16%, Pin1 inhibitor -1%, PGK inhibitor inactive, PI4K2A block -1, GLS inh -3%, G9a inh 1%, Pol eta inh -1% and HP1b binding inh 37%[activator].

Continued; the last two above are carried over.
Nc1c(N(Cc2ccccc2)C(=O)COc2ccc([N+](=O)[O-])cc2)c(=O)[nH]c(=O)n1Cc1ccccc1 was read as JMJD2A Tudor inh -6%, Pin1 inhibitor 6%, PGK inhibitor 9%, PI4K2A block 7, GLS inh -3%, Pol eta inh -20% and HP1b binding inh 44%[activator].
Cc1ccc(C(=O)NC(=S)Nc2ccc3[nH]c(=O)[nH]c3c2)c(C)c1 was read as JMJD2A Tudor inh -15%, BAZ2B block -16%, Pin1 inhibitor -1%, PGK inhibitor inactive, PI4K2A block -1, GLS inh -3%, G9a inh 1%, Pol eta inh -1% and HP1b binding inh 37%[activator].
CSCCC(N=C(NS(=O)(=O)c1ccc(Br)cc1)c1ccccc1)C(=O)O (centres undefined) was read as JMJD2A Tudor inh -4%, Pin1 inhibitor -14%, PGK inhibitor inactive, PI4K2A block 2, GLS inh -9%, G9a inh -6%, Pol eta inh -1% and HP1b binding inh 22%.
`COc1ccc(CCNC(=O)c2nc(SCc3ccc(C)cc3)ncc2Cl)cc1OC` gave JMJD2A Tudor inh -18%, BAZ2B block -3%, Pin1 inhibitor 1%, PGK inhibitor -2%, PI4K2A block -2, GLS inh 2%, G9a inh 7%[59 µM], Pol eta inh -12% and HP1b binding inh 32%.
`Cc1cnc(C(=O)OCc2ccc(Br)cc2F)cn1` gave JMJD2A Tudor inh -3%, BAZ2B block 2%, Pin1 inhibitor -3%, PGK inhibitor inactive, PI4K2A block 3, GLS inh -7%, G9a inh 1%, Pol eta inh -10% and HP1b binding inh 15%.
COc1cc(NC(=O)C2Cc3ccccc3CN2S(C)(=O)=O)cc(OC)c1 (centres undefined) was read as JMJD2A Tudor inh -8%, BAZ2B block 7%, Pin1 inhibitor -7%, PGK inhibitor inactive, PI4K2A block 2, GLS inh 11%, G9a inh 2%, Pol eta inh -2% and HP1b binding inh 1%.
`CCOC(=O)N1CCN(c2c(F)cc3[nH]c(=S)[nH]c3c2Br)CC1` gave JMJD2A Tudor inh -22%, BAZ2B block -4%, Pin1 inhibitor 4%, PGK inhibitor 1%, PI4K2A block -7, GLS inh 7.1µM*, G9a inh inconclusive, Pol eta inh -7% and HP1b binding inh 6%.
For CCCCOC(=O)CSCC(=O)N1N=C(c2cccs2)CC1c1ccc(F)cc1 (centres undefined) the results were JMJD2A Tudor inh 12%, BAZ2B block 10%, Pin1 inhibitor 5%, PGK inhibitor -7%, PI4K2A block 2, GLS inh -2%, G9a inh 47%, Pol eta inh -20% and HP1b binding inh 63%[activator].
For O=C(c1c[nH]c(C(=O)C(Cl)(Cl)Cl)c1)c1ccccc1Br the results were JMJD2A Tudor inh -7%, BAZ2B block -12%, Pin1 inhibitor -1%, PGK inhibitor -2%, PI4K2A block 0, GLS inh 0%, G9a inh -29%, Pol eta inh 3% and HP1b binding inh 29%.
Screening Cc1ccc(NC(=O)CCn2cnc3ccccc3c2=O)c(C)c1 returned JMJD2A Tudor inh -3%, BAZ2B block 4%, Pin1 inhibitor -14%, PGK inhibitor -6%, PI4K2A block 4, GLS inh 5%, G9a inh 17%, Pol eta inh 14% and HP1b binding inh 25%.
Screening COc1cccc(C=NNc2nc3ccccc3s2)c1OC returned JMJD2A Tudor inh -27%, Pin1 inhibitor -10%, PGK inhibitor 6%, PI4K2A block 0, GLS inh -11%, Pol eta inh -27% and HP1b binding inh 21%.
`CCOC(=O)c1c(C)[nH]c(CCC(=O)Nc2ccccc2OCC)c1C` gave JMJD2A Tudor inh -16%, BAZ2B block -4%, Pin1 inhibitor 1%, PGK inhibitor -7%, PI4K2A block 4, GLS inh 2%, G9a inh -21%[59 µM], Pol eta inh -26% and HP1b binding inh 21%[57 µM].
CCN1C(N(C)C)=NC[C@@H]1Cc1ccccc1 was read as JMJD2A Tudor inh -27%, BAZ2B block 8%, Pin1 inhibitor 21%, PGK inhibitor -6%, PI4K2A block 3, GLS inh -1%, G9a inh 14%[2.33 µM], Pol eta inh -16% and HP1b binding inh 12%.
For NS(=O)(=O)c1ccc(CCNC(=O)c2cccc(S(=O)(=O)N3CCc4ccccc43)c2)cc1 the results were PGK inhibitor -6%, PI4K2A block 5, GLS inh -7% and Pol eta inh -19%.
Screening O=C(CCC(=O)Nc1ccccc1Cl)NNC(=S)Nc1ccccc1C(F)(F)F returned JMJD2A Tudor inh -8%, BAZ2B block -3%, Pin1 inhibitor -5%, PGK inhibitor inactive, PI4K2A block 2, GLS inh 8%, G9a inh -9%, Pol eta inh -17% and HP1b binding inh 29%.
O=C(Cc1ccccc1)NNC(=O)C1CC=CCC1 (centres undefined) was read as JMJD2A Tudor inh -1%, BAZ2B block 7%, Pin1 inhibitor 1%, PGK inhibitor 4%, PI4K2A block 1, GLS inh -6%, G9a inh -7%[59 µM], Pol eta inh 8% and HP1b binding inh 2%.
`CCO[C@@H]1OC(C(=O)N2CCOCC2)=C[C@H](C(C)(C)C)[C@H]1CCCO` gave JMJD2A Tudor inh -11%, Pin1 inhibitor 1%, PGK inhibitor -7%, PI4K2A block -1, GLS inh 1%, Pol eta inh 8% and HP1b binding inh 22%.
